Anesthetic bind = binds horse apoferritin like a general anesthetic; apoferritin/1-aminoanthracene competitive binding, fluorescence; Potency, µM (titrated, usually from 77.5 µM), for inactives: at the highest dose activity change, negative = displacement, most hits filed as inhibitors; 0.074% of 350,000 active; further: potency means the concentration at half of the fitted maximal effect; on the % scale 0 is the no-effect control and ±100 the full control effect; nearly all actives have a fitted effect of over 20% in size
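Concentration-response curves derived by four-parameter Hill fitting of normalized fluorescence, where compounds displaced 1-AMA from 10 uM horse apoferritin following a brief 10 min room-temperature incubation; propofol titration acted as positive control.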
Pol eta inh = inhibitors of human DNA polymerase eta; 1.2% of 390,000 active; AID 588591; recombinant Pol eta, fluorescent DNA replication assay; Q9Y253; Potency, µM (highest dose often 114 µM), for inactives: at the highest dose activity change, negative = inhibition, hits mostly inhibitors; further: potency means the concentration at half of the fitted maximal effect; on the % scale 0 is the no-effect control and ±100 the full control effect
Target sequence (Q9Y253 whole entry, looked up): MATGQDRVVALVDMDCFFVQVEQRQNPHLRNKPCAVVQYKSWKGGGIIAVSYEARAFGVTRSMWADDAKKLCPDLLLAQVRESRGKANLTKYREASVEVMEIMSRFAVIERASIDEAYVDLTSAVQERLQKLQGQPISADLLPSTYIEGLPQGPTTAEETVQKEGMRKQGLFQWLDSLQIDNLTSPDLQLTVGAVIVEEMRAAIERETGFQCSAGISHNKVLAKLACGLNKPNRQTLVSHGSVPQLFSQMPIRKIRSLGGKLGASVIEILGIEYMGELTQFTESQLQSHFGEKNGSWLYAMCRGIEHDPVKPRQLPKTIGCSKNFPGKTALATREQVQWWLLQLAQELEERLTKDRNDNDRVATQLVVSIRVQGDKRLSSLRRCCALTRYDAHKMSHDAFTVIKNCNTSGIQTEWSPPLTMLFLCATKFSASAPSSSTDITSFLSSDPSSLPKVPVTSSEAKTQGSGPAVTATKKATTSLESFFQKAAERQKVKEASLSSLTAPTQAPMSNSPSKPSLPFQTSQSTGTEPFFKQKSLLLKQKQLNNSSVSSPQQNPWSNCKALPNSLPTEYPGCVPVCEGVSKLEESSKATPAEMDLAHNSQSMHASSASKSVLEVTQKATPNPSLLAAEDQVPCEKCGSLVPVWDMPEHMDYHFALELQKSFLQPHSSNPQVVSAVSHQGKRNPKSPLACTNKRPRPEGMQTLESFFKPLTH
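Pol eta at 10 nM preincubated with compounds 15 min at room temperature; reaction started with fluorescent substrate (50 nM final) and read kinetically at 0 and 10 min.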
BLM inh = blocks DNA unwinding by human BLM helicase. recombinant BLM DNA unwinding, fluorescence dequenching. 0.2% of 350,000 active. P54132. Potency, µM (doses to about 56.1 µM), for the others: at the highest dose activity change, negative = inhibition, actives largely listed as inhibitors. AID 2528;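 further: potency means the concentration at half of the fitted maximal effect; plate controls were vehicle for no effect and no enzyme for full effect; nearly all actives have a fitted effect of over 35% in size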
APE1 inh = blocks human APE1 abasic DNA cleavage | recombinant APE1, TAMRA/BHQ-2 abasic DNA cleavage fluorescence | P27695 | Potency, µM (series often up to 65.8 µM), for the others: top-dose activity change, negative = inhibition, hits mostly inhibitors | 0.35% of 350,000 active;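 further: potency means the concentration at half of the fitted maximal effect; plate controls were vehicle for no effect and reference inhibitor for full effect; nearly all actives have a fitted effect of over 55% in size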
Target sequence (P27695 whole entry, looked up): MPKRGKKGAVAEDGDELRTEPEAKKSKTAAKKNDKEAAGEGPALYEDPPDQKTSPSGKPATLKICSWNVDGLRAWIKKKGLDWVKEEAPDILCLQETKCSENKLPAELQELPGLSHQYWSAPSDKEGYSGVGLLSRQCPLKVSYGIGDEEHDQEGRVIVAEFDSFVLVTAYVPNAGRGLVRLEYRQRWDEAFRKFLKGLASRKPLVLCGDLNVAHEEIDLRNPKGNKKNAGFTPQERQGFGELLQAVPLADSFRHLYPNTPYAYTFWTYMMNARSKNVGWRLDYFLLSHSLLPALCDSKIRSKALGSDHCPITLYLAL
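Incision of a quenched TAMRA/BHQ-2 THF abasic-site duplex (50 nM) by 0.75 nM APE1, after 15 min compound preincubation, measured as fluorescence increase over three 60 s reads. Values normalized to buffer, DMSO and NSC13755 control wells.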
POLI inh = inhibitors of human DNA polymerase iota; Q9UNA4; Pol iota fluorescent replication assay, 10 min; Potency, µM (doses to about 115 µM), for inactives: at the highest dose activity, negative = inhibition, actives largely listed as inhibitors; 1% of 390,000 active; further: potency means the concentration at half of the fitted maximal effect
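Fluorescent replication assay read twice, at 0 min and 10 min after adding 50 nM (final) substrate. Enzyme (10 nM) and compounds were first incubated 15 min at room temperature; enzyme-free buffer wells were negative controls.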
Glioma ERSR ind = ER stress response induction in glioma; U87-MG GRP78 promoter luciferase reporter, 16 h; Potency, µM, for the others: top-dose activation, hits mostly activators; 0.02% of 420,000 active; AID 602332; further: potency means the concentration at half of the fitted maximal effect; series mostly up to about 76 µM; % of control where 0% means no effect; nearly all actives have a fitted effect of over 35% in size
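Stably transfected U87-MG human glioma cells carrying a GRP78-based luminescent sensor were seeded at 1000 cells/well, pin-dosed with compounds and incubated 16 h. Luciferase reagent was then added, and end-point luminescence was read after 10 min at room temperature.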
POLK inh = DNA polymerase kappa (human) inhibition | Potency, µM (top dose mostly 107 µM), without a hit: top-dose activity, negative = inhibition, hits mostly inhibitors | 0.53% of 400,000 active | purified Pol kappa, fluorescent DNA synthesis assay, 10 min; further: potency means the concentration at half of the fitted maximal effect; on the % scale 0 is the no-effect control and ±100 the full control effect
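Activity was followed as the change in fluorescence between reads at 0 and 10 min after starting the reaction with 50 nM substrate. Beforehand, 10 nM polymerase had been preincubated with compound for 15 min at room temperature.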
Pol beta inh = DNA polymerase beta (human) inhibition | 1.3% of 340,000 active | Potency, µM (top dose mostly 114 µM), without a hit: top-dose activity change, negative = inhibition, most hits filed as inhibitors | P06746 | Pol beta primer extension/strand displacement, fluorescence kinetic; further: potency means the concentration at half of the fitted maximal effect; on the % scale 0 is the no-effect control and ±100 the full control effect
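Kinetic readout of DNA synthesis with strand displacement by Pol beta. Compound and 10 nM enzyme sit 15 min at room temperature; 50 nM substrate starts the reaction, read immediately and at 10 min.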
LDHA block = inhibitors of human lactate dehydrogenase A; P00338; purified LDHA, NADH/diaphorase-resazurin fluorescence; active compounds read low; activity change, % (values are at about 110 or 230 µM); 0.15% of 480,000 active; AID 1347041; in the data active means activity change below about -30%; inconclusive means mostly about -25% to -30%;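 further: plate controls were DMSO wells for no effect and wells without enzyme for full effect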
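Human LDH5 (2 nM) was incubated with 0.06 mM NADH and 0.2 mM pyruvate for 5 min at room temperature in Tris pH 7.4. Remaining NADH was coupled through diaphorase/resazurin, and resorufin fluorescence was read at 0 and 20 min.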
* marks the source's active call; other numbers are inactive results; ? = inconclusive; . = not tested or not shown; & = joins results of further samples; [ ] = dose if it differs, or a comment. Unless noted, the call rests on the fitted dose curve; in most records, active means well fitted curve in the direction sought with a large enough effect; inconclusive means small, poorly fitted or top-dose-only effect, or another doubt; inactive means no such curve, though single readings can be large; an effect the other way counts as inactive or inconclusive. Only part of the results is shown (hit frequency here may not be typical).

SMILES	Anesthetic bind	Pol eta inh	BLM inh	APE1 inh	POLI inh	Glioma ERSR ind	POLK inh	Pol beta inh	LDHA block
Cc1cccc(OCC(O)Cn2c(NCc3cccnc3)nc3c2c(=O)[nH]c(=O)n3C)c1 (stereo unspecified)	-4%	-14%	-2%	0%	1%	-4%	-1%	0%	-2
COc1ccc(S(=O)(=O)N(C)C2CCS(=O)(=O)C2)cc1OC (stereo unspecified)	-3%	-1%	0%	-4%	17%	1%	-6%	17%	-11
CC1(C)CC(=O)C(/C=N/n2cnc3ccccc3c2=O)=C(O)C1	-11%	-8%	-4%	-3%	?	2%	-4%	?	0
COC(=O)c1sc(=S)n(-c2ccccc2OC)c1N	-4%	-14%	4%	-2%	?	-3%	-16%	-1%	0
CCCCN1CC(=O)N2Cc3[nH]c4ccccc4c3C[C@H]2C1=O	-6%	7%	-1%	-9%	23%	-1%	-25%	4%	1
Cc1cnc(NC(=O)CCCc2nc3ccccc3s2)s1	-23%	-15%	-2%	-6%	?	0%	-5%	23%	-1
Cc1ccc(S(=O)(=O)NNc2nc3ccccc3nc2C(F)(F)F)cc1	?	4%	-6%	-1%	-7%	12%	-21%	0%	10
O=C(CCS(=O)(=O)c1ccccc1Cl)NCCC1=CCCCC1	-16%	-9%	-3%	-10%	17%	3%	3%	69%	0
Cc1ccc2occ(CC(=O)Nc3nnc(C(C)C)s3)c2c1	-2%	-3%	-1%	.	79µM*	-1%	17%	20%	4&-2
COCC(C)n1c(C)cc(C(=O)COC(=O)c2ccc3ncsc3c2)c1C (stereo unspecified)	?	-6%	-2%	-2%	4%	0%	-13%	23%	-3
COc1cccc(CNC(=O)CSCC(=O)Nc2cc(C)on2)c1	.	-10%	.	-3%	8%	-4%	-5%	.	0
CCc1nc2ccc(C(=O)NCCc3ccc(OC)c(OC)c3)cc2nc1CC	-7%&-13%	-11%&-12%	2%&1%	58%[activator]	34%&33%[activator]	-4%&-3%	2%	?	-1&-3
Cc1ccc2onc(CC(=O)N(C)c3ccccc3)c2c1	-4%	-10%	-5%	.	-21%	-2%	-8%	-2%	-1
CCOc1ccc(OCC)c(S(=O)(=O)NC2CC(C)(C)NC(C)(C)C2)c1	-6%	-6%	-4%	1%	59%[activator]	-4%	0%	20%	-4
Clc1ncccc1-c1nc2ccccc2s1	-17%	-15%	0%	-6%	79%[activator]	9%	-9%	9%	-14
O=C(c1sc(N2CCOCC2)nc1-c1ccccc1)N1CCCCC1	-10%	-13%	0%	3%	?	-1%	-6%	-25%	-2
CCC(C)C(=O)N1c2ccccc2C(=C2SC(C(=O)OC)=C(C(=O)OC)S2)C(=S)C1(C)C (stereo unspecified)	-22%	-7%	-18%	19%	?	1%	-8%	2%	0
CCOC(=O)Cc1csc(SCC(=O)/C(C#N)=C(\C)N)n1	-10%	7%	1%	-1%	16%	-1%	-13%	2%	-2
Cc1ccc(C)c(Oc2nc3c(c(=O)n(C)c(=O)n3C)n2Cc2ccccc2)c1	-13%	-27%	-9%	.	30%	-2%	-5%	6%	-2
CCOC(=O)c1ccccc1NC(=O)/C=C/c1cc(OC)c(OC)c(OC)c1	-12%	-16%	-5%	2%	-10%	-2%	-8%	2%	-3
CN(C(=O)c1ccncc1)C1CCCCC1	-10%	-19%	0%	-7%	29%	-3%	5%	70%	-2
O=C1c2ccccc2C(=O)N1c1ccc(Br)c2cccnc12	-13%	-12%	-3%	3%	20%	0%	1%	-3%	-1
S=C(NCCc1ccccc1)Nc1ccc(Nc2ccccc2)cc1	7%	-10%	-13%	0%	61%[activator]	-3%	-6%	20%	-9
Cc1ccc(OC(=O)CCC(=O)Nc2ccc(C(N)=O)cc2)cc1	.	-9%	.	.	18%	-3%	-1%	.	-4
COc1ccc(CNC(=O)CCCn2ncn3c(cc4occc43)c2=O)cc1	-7%	-1%	0%	98%[activator]	28%	-6%	3%	14%	2
Cc1nc2cncnc2n(C2CC2)c1=O	.	.	-4%	-1%	.	0%	-2%[60.1 µM]	.	.
CCOc1ncccc1C(=O)Nc1cc(C(F)(F)F)ccc1N1CCOCC1	.	-2%	.	-15%	?	-3%	-4%	.	-4
O=C(N/C(=C/c1cccc([N+](=O)[O-])c1)C(=O)N1CCOCC1)c1ccccc1Br	-5%	-11%	-3%	52%	4%	-3%	-5%	7%	-8
COc1ccc(/C=N/NC(=O)c2ccccc2O)cc1Cn1cc([N+](=O)[O-])cn1	-6%	18%	-6%	-5%	-7%	-1%	-4%	56µM*	0
CCCN(CCC)C(=O)c1ccc2c(c1)OCO2	-4%	10%	-11%	?	39%[activator]	-5%	-7%	41%	-7
CC(C)(C)c1ccc(S(=O)(=O)NCC(=O)N2CCN(Cc3ccccc3)CC2)cc1	-8%	-17%	-2%	-2%	22%	-1%	-18%	31%	-3
Cc1ccc(Nc2nc(C)nc(N)c2S(=O)(=O)c2ccccc2)cc1	-8%	0%	-2%	.	-16%	-2%	-6%	8%	-7
CC(=O)N1CCC2(CC1)CN(Cc1ccccc1)C2	.	.	3%	15%	.	-4%	-5%[60.1 µM]	.	.
CCOC(=O)C1CCCN(Cc2nc(N)nc(Nc3ccccc3OC)n2)C1 (stereo unspecified)	-5%	-9%	2%	-4%	-10%	-1%	-15%	-1%	0
CN1CCN(C(=O)c2ccc3c(c2)S(=O)(=O)c2ccccc2C3=O)CC1	-8%	2%	-2%	3%	7%	-4%	3%	10%	-2
COc1ccc(N(CC(=O)NCc2ccc(Cl)cc2)S(=O)(=O)c2c(C)n[nH]c2C)cc1	-7%	-24%	-2%	6%	27%	-1%	2%	?	-5

Record cards, from the list above. Screens in order: Anesthetic bind | Pol eta inh | BLM inh | APE1 inh | POLI inh | Glioma ERSR ind | POLK inh | Pol beta inh | LDHA block
`O=C(N/C(=C/c1cccc([N+](=O)[O-])c1)C(=O)N1CCOCC1)c1ccccc1Br` is listed as -5% | -11% | -3% | 52% | 4% | -3% | -5% | 7% | -8
`CC(=O)N1CCC2(CC1)CN(Cc1ccccc1)C2` is listed as . | . | 3% | 15% | . | -4% | -5%[60.1 µM] | . | .
`COc1ccc(CNC(=O)CCCn2ncn3c(cc4occc43)c2=O)cc1` is listed as -7% | -1% | 0% | 98%[activator] | 28% | -6% | 3% | 14% | 2

New compounds follow
SMILES	Anesthetic bind	Pol eta inh	BLM inh	APE1 inh	POLI inh	Glioma ERSR ind	POLK inh	Pol beta inh	LDHA block
CCc1c(C)nc2nncn2c1Nc1ccc(C)c(F)c1	-6%	-6%	1%	.	19%	-3%	-5%	1%	-1
Clc1ccc(OCc2nc(-c3ccncc3)no2)cc1	-18%	13%	-8%	2%	-3%	5%	-5%[60.1 µM]	9%	-6
O=[N+]([O-])c1ccccc1S(=O)(=O)Nc1ccc(-c2ccc(N3CCOCC3)nn2)cc1	.	-13%	.	39%	?	4%	3%	.	-6
O=[N+]([O-])c1ccc(O/N=[N+](\[O-])N2CCN(c3ccccc3)CC2)c([N+](=O)[O-])c1	.	.	.	.	?	-10%	-22%	.	6
COc1cccc(NC(=S)NC(=O)/C=C/c2ccco2)c1	3%	45µM*	-16%	1%	28µM*	2%	?	40µM*	7
O=C(c1cc(Br)c(Br)s1)N1CCN(C/C=C/c2ccccc2)CC1	?	-8%	-8%	1%	5%	-4%	-4%	10%	-7
CC(C)C[C@H]1CNC(=S)N1CC1CCCN1C[C@H](Cc1ccc(O)cc1)N1C[C@H](Cc2ccccc2)N(CC2CCCCCC2)C1=S (stereo partly specified)	.	-13%	.	.	20%	-2%	-5%	.	-1
O=C(Nc1ccccc1)N1CCc2c([nH]c3ccccc23)C1C(F)(F)F (stereo unspecified)	-16%	-11%	-10%	-2%	2%	-5%	-12%	7%	0
COc1ccc(-c2nc(SCC(=O)NCc3nc4ccccc4n3C)n3[nH]c(=O)cc3n2)cc1	-4%	-22%	-4%	.	?	-2%	-18%	-24%	0
CCS(=O)(=O)c1nc(S(=O)(=O)c2ccc(Cl)cc2)c(N2CCC(C(N)=O)CC2)s1	-13%	-13%	1%	64%[activator]	12%	0%	-6%	-11%	-3
Cc1ccccc1C1CC(=O)Nc2ccc3ccccc3c21 (stereo unspecified)	-9%	-20%	-3%	.	10%	-4%	-3%	-24%	-3
CCOC(=O)CC1C(=O)NCCN1C(=O)Nc1ccc(Cl)cc1 (stereo unspecified)	-2%	-14%	-5%	1%	8%	-1%	-6%	0%	-4
Cc1ccc(Nc2c(-c3ccccc3O)nc3cc(C)ccn23)cc1	307%[activator]	-15%	-8%	.	-10%	-1%	0%	-23%	0
COc1cc2c(C)nc3c(c(C)nn3-c3ccccc3)c2cc1OC	-4%	-26%	-5%	-1%	88%[activator]	5%	-7%	-1%	-5
O=C(C1=C(O)C(=O)N(CCCN2CCOCC2)C1c1ccccn1)c1cc2ccccc2o1 (stereo unspecified)	-17%	-17%	-1%	0%	2%	-4%	-7%	19%	3
Cc1ccc(NC2=C(c3ccc(C(F)(F)F)cc3)C(=O)c3ccccc32)cc1C	-19%	-13%	-4%	.	-3%	3%	-10%	37%	1
CCN(C(=O)Cn1c(C(=O)OC)cc2sc(Cl)cc21)c1cccc(C)c1	1%	-8%	-4%	.	15%	-2%	8%	36%	-2
O=C(CN1CCCC1)Nc1ccc2c(c1)CCC2	-9%	0%	4%	-3%	30%	4%	-14%	-9%	-18
CC1CCCC(NC(=O)c2cc(-c3ccncc3)nc3ccccc23)C1C (stereo unspecified)	.	-12%	.	-6%	-3%	-1%	-8%	.	-7
O=C(NNC(=O)c1cccc2ccccc12)c1ccco1	-19%	5%	1%	-2%	-4%	-1%	3%	19%	-11
CCOc1cc(-c2noc(CCCC(N)=O)n2)cc(Br)c1OC	-8%	7%	-3%	5%	11%	-6%	-7%	1%	1
N#Cc1cccc(Nc2c3c(nc4ccccc24)CCC3)c1	-8%	-14%	-4%	-14%	57%[activator]	-7%	6%	16%	-4
C[C@@H]1COC(=O)[C@@H](CC(=O)OC(C)(C)C)C/C=C\C[C@@H](CC(=O)NCCO)C(=O)N1	.	-13%	.	-25%	38%[activator]	-1%	5%	.	-5
Cc1ccccc1C(=O)NC1CCN(CC(=O)Nc2ccc3c(c2)OCO3)CC1	-1%	-21%	0%	-6%	51%[activator]	0%	5%	-3%	6
